Abeta yeast res – restores growth of yeast expressing A-beta42 peptide; AID 1347071; yeast expressing A-beta42, growth rescue, OD600, 48 h; response scale: 0% DMSO, 100% iron-clioquinol control; 0.063% of 410,000 active; Potency, µM (highest dose often 46.1 µM), for the others: top-dose growth rescue, actives largely listed as activators; further: potency means the concentration at half of the fitted maximal effect; nearly all actives have a fitted effect of over 55% in size
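Yeast growth medium received pinned compounds, then yeast cells expressing toxic A-beta were added; plates incubated at 30 C for 48 hr. Growth read as absorbance at 600 nm, normalized to DMSO and equimolar FeCl3 plus clioquinol controls.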
EPAC1 antag – EPAC1 (human) antagonism | Potency, µM (highest dose often 115 µM), without a hit: top-dose activity change, negative = inhibition, most hits filed as inhibitors | 0.14% of 360,000 active | AID 720709 | EPAC1 GEF assay, Rap1b-BODIPY-GDP exchange fluorescence | O95398;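 further: potency means the concentration at half of the fitted maximal effect; plate controls were vehicle for no effect and positive control for full effect; nearly all actives have a fitted effect of over 50% in size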
PI5P4K alpha inh – PI5P4K alpha (human) kinase inhibition; 1.2% of 330,000 active; PI5P4Kalpha enzyme, ADP-Glo luminescence, 60 min; hits give low values; AID 652105; max response, %; active means max response of -50% or lower; inconclusive means between -30% and -50%; inactive means -30% or higher; further: value at the top dose of about 77 µM; on the % scale 0 is the no-effect control and ±100 the full control effect
Target sequence (P48426 whole entry, looked up): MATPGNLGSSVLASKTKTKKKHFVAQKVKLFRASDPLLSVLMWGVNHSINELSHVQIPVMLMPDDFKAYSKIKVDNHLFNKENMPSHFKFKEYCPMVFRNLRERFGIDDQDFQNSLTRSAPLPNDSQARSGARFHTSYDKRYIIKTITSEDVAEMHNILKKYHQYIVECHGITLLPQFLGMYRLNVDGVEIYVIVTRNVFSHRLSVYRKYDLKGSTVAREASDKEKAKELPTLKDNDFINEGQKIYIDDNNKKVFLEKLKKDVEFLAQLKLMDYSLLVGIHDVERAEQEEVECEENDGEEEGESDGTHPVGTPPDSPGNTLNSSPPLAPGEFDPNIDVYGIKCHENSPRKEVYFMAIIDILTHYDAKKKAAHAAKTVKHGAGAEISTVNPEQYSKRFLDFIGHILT
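Enzyme plus substrate dispensed, test compounds pinned in, then ATP (5 microM final) added. After 60 min at RT, ADP-Glo reagent 1 for 45 min and reagent 2 for 30 min preceded luminescence imaging.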
IL-2 act – activators of IL-2; 0.065% of 360,000 active; activation, % (series mostly up to about 46 µM); AID 652025; IL-2 activation reporter assay, cell-based qHTS; stimulated with anti-CD3/CD4/CD28 beads; in transgenic mouse T cells; in the data active means activation above about 50%; inconclusive means mostly about 30% to 49%; further: 0% is about no effect
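EGFP and DsRed fluorescence is measured by plate cytometry in unstimulated transgenic mouse T cells exposed to compound for 60 minutes, then stimulated 18 hours at 37 degrees C with anti-CD3/anti-CD4 beads plus anti-CD28.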
PLK1 PBD block – inhibitors of human PLK1 polo-box domain binding. P53350. Plk1 PBD binding of FITC phosphopeptide, fluorescence polarization. Potency, µM, inactives show max response, negative = inhibition, hits mostly inhibitors. 2.8% of 360,000 active. AID 720504; further: potency means the concentration at half of the fitted maximal effect; series mostly up to about 57 µM; on the % scale 0 is the no-effect control and ±100 the full control effect; nearly all actives have a fitted effect of over 65% in size
Target sequence (P53350 whole entry, looked up, the tested form may be a part): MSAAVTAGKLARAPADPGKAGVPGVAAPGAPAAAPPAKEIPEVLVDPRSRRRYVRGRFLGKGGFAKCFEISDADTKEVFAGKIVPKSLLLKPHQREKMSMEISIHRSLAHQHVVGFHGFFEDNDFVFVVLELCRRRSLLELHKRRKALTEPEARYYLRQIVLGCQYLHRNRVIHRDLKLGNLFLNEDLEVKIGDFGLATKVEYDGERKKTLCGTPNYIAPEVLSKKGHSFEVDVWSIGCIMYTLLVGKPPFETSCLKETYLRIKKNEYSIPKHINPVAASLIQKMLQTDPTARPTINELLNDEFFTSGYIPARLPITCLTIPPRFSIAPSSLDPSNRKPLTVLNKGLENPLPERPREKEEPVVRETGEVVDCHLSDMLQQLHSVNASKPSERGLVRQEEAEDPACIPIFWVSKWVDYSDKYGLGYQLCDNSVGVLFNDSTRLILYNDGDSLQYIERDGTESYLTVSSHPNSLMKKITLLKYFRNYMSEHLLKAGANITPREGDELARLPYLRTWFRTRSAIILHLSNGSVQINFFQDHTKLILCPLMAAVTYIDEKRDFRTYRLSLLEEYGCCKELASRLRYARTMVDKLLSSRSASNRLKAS
EPAC1 ag – agonists of human EPAC1 | O95398 | EPAC1 agonist qHTS, biochemical assay; response scale: 100% = response to 6.5 mM cAMP | Potency, µM (titrated, usually from 154 µM), inactives show at the top dose activation, usual class: activators | 0.073% of 360,000 active | AID 720707; further: potency means the concentration at half of the fitted maximal effect; nearly all actives have a fitted effect of over 60% in size
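Read-out is the fluorescence drop as BODIPY-GDP leaves Rap1B (480 nm excitation, 540 nm emission), recorded every 5 minutes over 30 minutes. Reactions held 100 nM EPAC1, 250 nM Rap1B–BODIPY-GDP and 50 uM GDP, with 6.5 mM cAMP setting full activation.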
aSyn yeast inh – rescues yeast growth from alpha-synuclein toxicity. Yeast expressing alpha-synuclein, growth rescue, BacTiter-Glo, 24 h. Potency, µM (highest dose often 46.1 µM), without a hit: top-dose growth rescue (activation), actives largely listed as activators. 0.14% of 370,000 active; further: potency means the concentration at half of the fitted maximal effect; % of control where 0% means no effect; nearly all actives have a fitted effect of over 65% in size
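Rescue of yeast growth: cells expressing toxic alpha-synuclein, induced in galactose at OD600 0.02, incubated with compound 24 h at 30 C. ATP luminescence quantified growth; inhibitors of toxicity appear as activators.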
WRN inhibitor – blocks human WRN helicase | WRN helicase unwinding, fluorescent forked duplex, kinetic | Potency, µM (highest dose often 114 µM), for inactives: top-dose activity change, negative = inhibition, usual class: inhibitors | 0.46% of 360,000 active | AID 651768; further: potency means the concentration at half of the fitted maximal effect; on the % scale 0 is the no-effect control and ±100 the full control effect; nearly all actives have a fitted effect of over 55% in size
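Fluorescence dequenching readout, ex 525 nm/em 598 nm, kinetic mode: forked duplex DNA (100 nM final) with adjacent fluorophore and quencher unwound by WRN (20 nM final) with 2 mM ATP. Compound preincubation 15 min, room temperature.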
FUS yeast rescue – rescues growth of FUS-expressing yeast. S. cerevisiae FUS-expressing, growth rescue, OD600, 24 h. Potency, µM (series often up to 76.6 µM), for inactives: at the top dose growth rescue (activation), usual class: activators. 0.24% of 390,000 active;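 further: potency means the concentration at half of the fitted maximal effect; plate controls were DMSO vehicle for no effect and reference control for full effect; nearly all actives have a fitted effect of over 55% in size; some results filed as inactive show a strong effect at the top dose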
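Yeast FUS proteinopathy model; galactose-induced FUS (2%), starting OD 0.005. Cpds in dilution series, 24hr, 30C, 99% humidity. Abs 600 nm growth. Pos ctrl CP55940 (top 92uM final); neg ctrl DMSO.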
* hit, by the source's call; u = inconclusive; x = no result given; [ ] = remark or other dose. Unless noted, the call rests on the fitted dose curve; in most records, active means well fitted curve in the direction sought with a large enough effect; inconclusive means small, poorly fitted or top-dose-only effect, or another doubt; inactive means no such curve, though single readings can be large; an effect the other way counts as inactive or inconclusive.

canonical_smiles | Abeta yeast res | EPAC1 antag | PI5P4K alpha inh | IL-2 act | PLK1 PBD block | EPAC1 ag | aSyn yeast inh | WRN inhibitor | FUS yeast rescue
O=C(Cc1ccc(Cl)cc1)NNC(=O)Nc1cccc2ccccc12 | 16.8%[9.22 µM] | -4.6% | -3.2 | -1.7 | -1.9% | 1.0% | 0.4% | -13.5% | -30.0%
Cc1cccn2c(=O)nc(SCC(=O)c3ccccc3)nc12 | 25.4% | 2.4% | 0.8 | -3.8 | -6.7% | -0.3% | -0.6% | -8.4% | -8.4%
COc1ccc(-c2ncncc2-c2ccc(OC)c(OC)c2)c(O)c1 | -10.8% | 13.0% | -12.9 | -3.8 | -15.5% | -3.0% | -5.4% | -5.9% | 31.9%
O=C(CSc1nc(SCC(=O)NCc2ccccc2)n(-c2ccccc2)n1)NCc1ccccc1 | 10.2% | -2.2% | x | -1.8 | -10.3% | 6.5% | 1.6% | -5.4% | u
NS(=O)(=O)c1ccc(CCNC(=O)COC(=O)CCN2C(=O)C3CC=CCC3C2=O)cc1 (stereo unspecified) | -8.9% | -2.2% | -8.0 | -0.2 | -5.4% | 3.4% | -4.0% | 1.6% | x
CCOc1ccc(S(=O)(=O)n2cc(-c3ccc(F)cc3)c(N)n2)cc1 | 20.7% | -5.6% | x | -0.7 | 1.6% | 26.6% | 4.8% | -15.1% | 18.5%
O=C(c1ccc(Cl)cc1)c1cnc2ccccn12 | -10.1% | -8.2% | -2.7 | -1.5 | -4.4% | -1.5% | -10.2% | 8.3% | 2.9%
COc1ccc(NS(=O)(=O)c2ccc3c(c2)oc(=O)n3C)c(OC)c1 | -5.6% | -26.1% | -0.3 | 2.1 | -20.5% | -2.4% | -4.9% | 2.9% | -10.7%
O=C(COC(=O)c1ccccc1F)NC1CC1 | -3.1% | -6.8% | 2.5 | 0.2 | 3.4% | -6.5% | 0.6% | 6.9% | -30.2%
O=C(NCCC1=CCCCC1)C1CCN(S(=O)(=O)c2cccc3nonc23)CC1 | -9.1%[9.22 µM] | -15.3% | -16.3 | 4.1 | -9.4% | 2.6% | -1.1% | -36.3% | -9.0%
Cc1cc(NC(=O)CSc2nnnn2-c2cc(Cl)ccc2C)no1 | 2.9% | 10.7% | -1.2 | 0.1 | -0.9% | 4.5% | 0.5% | 12.5% | 1.3%
CCc1ccc(NC(=O)[C@H](NC(=O)[C@@H]2Cc3ccccc3CN2)c2ccccc2)cc1 | 7.2% | u | -0.8 | -1.6 | 29.9µM* | 0.6% | -4.1% | -7.0% | 30.0%
COc1cccc(/C=N/NC(=O)C(=O)N2CCCCCC2)c1O | -0.9% | -3.2% | -0.2 | -1.8 | 0.7% | 9.9% | 14.6% | 0.5% | 6.5%
Cc1sc(NC(=O)CSc2nnnn2C(C)C)c(C#N)c1C | 6.4% | 3.0% | -3.9 | -0.1 | 1.5% | -3.5% | 0.0% | -3.9% | -15.2%
O=C(CNC(=O)c1ccc(Br)cc1)OCc1cc([N+](=O)[O-])cc2c1OCOC2 | -10.3% | 7.9% | 0.4 | -0.5 | -19.0% | -2.7% | 0.9% | -1.0% | 18.0%
COc1ccc(CNC(=O)CN(CC2CCCO2)C(=O)CNS(=O)(=O)c2ccc(F)cc2)cc1 (stereo unspecified) | 3.6% | -3.1% | -7.2 | 1.2 | -1.4% | -4.6% | -17.6% | 5.8% | -3.4%
Cc1ccc(NC(=O)N2CCN(c3ncccc3C(F)(F)F)CC2)cc1 | -3.8% | -17.5% | 3.2 | 0.0 | -8.7% | 3.0% | -10.4% | 9.5% | 11.2%
CCOC1=C2CN(S(=O)(=O)c3ccc(C)cc3)[C@H](c3cccs3)C[C@H]2[C@H]2C(=O)N(c3ccccc3)C(=O)[C@H]2C1 | -13.3% | -24.9% | -6.5 | 0.0 | 0.0% | -5.8% | -4.3% | -11.9% | -1.4%
Cc1ccccc1NC(=O)Cc1nnc(SCC(=O)NC2CCCC2)n1C | 6.8% | -1.4% | 0.3 | -0.3 | -3.6% | 4.7% | -0.7% | 7.6% | 9.8%
O=C(c1cccs1)N1CCC(c2nc(-c3ccc(S(=O)(=O)N4CCOCC4)cc3)no2)CC1 | -9.1% | -9.9% | x | -0.9 | -11.2% | 14.3% | -0.9% | -8.0% | 19.1%
CCC(c1nnnn1-c1c(C)cccc1C)N1CCN(CC)CC1 (stereo unspecified) | -5.1% | -5.5% | 12.5 | -0.4 | -5.6% | 8.0% | -1.4% | 3.2% | -11.9%
O=C(CSc1ccc(F)cc1)Nc1ccccc1Br | 0.0% | 5.6% | 1.8 | 0.8 | -12.1% | 11.9% | 10.4% | 0.7% | -7.2%
CCOCCCNC(=O)C(NC(=O)Cc1cccs1)c1ccc(OC)cc1 (stereo unspecified) | -9.4% | 9.4% | 8.9 | -0.1 | 2.3% | 7.1% | 0.1% | 5.7% | -0.8%
Cc1ccc(-c2csc(NC(=O)CSc3nc4ccccc4[nH]3)n2)cc1 | -3.8% | 4.5% | 6.3 | -2.8 | 6.3% | -2.1% | -2.9% | -12.8% | x
COc1cc2c(c(OC)c1OC)CCc1cnoc1-2 | -12.6% | -5.2% | -0.6 | -2.7 | -14.7% | 4.3% | 0.9% | 4.9% | -18.3%
CCO[C@H]1OC(C(=O)NCc2nc3ccccc3[nH]2)=C[C@@H](c2cn(C(C)=O)c3ccccc23)[C@@H]1CCCO | 4.3% | -26.6% | 0.7 | -0.1 | -1.2% | -7.7% | -3.9% | 3.4% | 11.1%
CC(C)c1onc(C(=O)N2CCN(Cc3ccccc3)CC2)c1[N+](=O)[O-] | -7.5% | 1.9% | 0.3 | -1.6 | -10.3% | 3.6% | 0.8% | 0.3% | -22.2%
COc1cc(NC(=O)CCN2C(=O)NC3(CCCC3)C2=O)c(OC)cc1Cl | 7.0% | -3.9% | -0.3 | -0.9 | -2.5% | 5.3% | -0.7% | -2.2% | -11.1%
Cn1c(SCC(=O)N2CCCC2)nnc1-c1cccs1 | -10.5% | 0.9% | -4.9 | 0.3 | -17.9% | 1.8% | -6.5% | 13.0% | 22.7%
CN(C)S(=O)(=O)c1cccc(C(=O)c2nccn2C)c1 | -8.3% | -3.9% | 2.4 | 1.7 | -1.7% | 2.2% | -5.1% | 2.0% | 0.4%
CCCCN(C(=O)c1cccc(S(=O)(=O)N2CCCC2)c1)c1c(N)n(CCC)c(=O)[nH]c1=O | 12.0% | -10.3% | 0.5 | 0.4 | -3.2% | 10.7% | 5.4% | -6.5% | -21.7%
CCC(CC)NC(=O)Nc1ccc(F)cc1F | -9.6% | 18.2% | 1.4 | -2.0 | -10.9% | 2.9% | -1.1% | 2.6% | -8.5%
Cc1ccc(S(=O)(=O)N2CCN(C(=O)CCc3c[nH]c4ccccc34)CC2)cc1 | 4.2% | -9.7% | -0.1 | 2.1 | 4.3% | -6.2% | 12.5% | 5.0% | 31.2%
O=c1[nH]c(=O)n(Cc2ccccc2)c2nc(-c3cccs3)n(CCO)c12 | -10.7% | 6.5% | -25.2 | -1.5 | -2.9% | 0.7% | -0.1% | -10.5% | 34.8%
COc1ccc(NC(=O)COC(=O)[C@@H]2CCCN2S(=O)(=O)c2ccccc2F)c(OC)c1 | 15.3% | -5.8% | 0.6 | 0.8 | 0.5% | 1.2% | -0.7% | -6.9%[57.1 µM] | 11.8%
C/C(=N\NC(=O)CC1N=C(Cc2ccccc2)NNC1=O)c1ccncc1 (stereo unspecified) | -8.0% | 22.2% | 3.0 | 1.9 | 5.0% | -5.4% | -3.1% | 9.6% | 9.6%
Cc1ccnc(NC(=O)c2cccc(S(=O)(=O)N3CCN(c4ccc(F)cc4)CC3)c2)c1 | 11.8% | u | -0.2 | -0.9 | -18.7% | -44.7%[inhibitor] | -6.3% | -13.1% | 26.7%
CN(c1ccccc1)S(=O)(=O)c1cccc(NC(=O)Cc2c(F)cccc2Cl)c1 | 22.6% | -4.8% | 14.6 | -0.6 | 2.1% | 0.0% | 3.1% | -21.9% | x
O=C(NC1CC1)C1=C[C@@H](c2ccccc2)C[C@@H](OCCCCO)O1 | 4.1% | -27.3% | 4.8 | -0.5 | -13.1% | 0.5% | -4.4% | 7.3% | -9.6%
COc1ccccc1N1CCN(c2ccc3c(c2)S(=O)(=O)c2cccc(C(=O)NCc4cccc(F)c4)c2C3=O)CC1 | 7.5% | 14.6% | -2.4 | 7.0 | -10.3% | 3.2% | 0.1% | 7.8% | 26.9%
CNC(=O)C1CCN(S(=O)(=O)c2c(C)noc2/C=C/c2ccccc2F)CC1 | -12.5% | 0.4% | 1.5 | -0.4 | -9.9% | -1.8% | -0.2% | -2.4% | -19.9%
O=C1CC2(CCCCC2)CC(=O)N1CCc1ccccc1 | 3.8% | -7.4% | 1.6 | 0.4 | 2.2% | -8.1% | 1.8% | 6.9% | 5.3%
O=C(CSc1nnc(-c2cccs2)n1C1CC1)NC1CCS(=O)(=O)C1 (stereo unspecified) | -24.2% | 15.3% | 4.7 | -3.5 | -4.6% | 10.4% | -3.6% | -26.3% | x
O=C(Nc1cccc(-c2cn3c(n2)SCC3)c1)c1ccc2ccccc2n1 | -18.2% | 2.2% | -14.2 | 0.0 | -9.3% | -10.2% | -8.2% | 14.5% | 41.3%
CCCCCCNC1=NCCS1 | -2.3% | 1.2% | -11.3 | 1.0 | 0.6% | -3.3% | 0.2% | -3.4% | -54.0%

Looked up above:
`CCCCCCNC1=NCCS1` | EPAC1 antag: 1.2%
`O=C(NC1CC1)C1=C[C@@H](c2ccccc2)C[C@@H](OCCCCO)O1` | Abeta yeast res: 4.1%
